procasp3 activ = procaspase-3 (human) activation; P42574; recombinant procaspase-3 D3A, Ac-DEVD-pNA absorbance 405 nm; activation, % at 8.5 µM; 330,000 compounds, 0.11% hits; AID 463141;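 active means activation above the mean of all tested compounds plus 3 SD, cut at about 21% in these data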;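 further: 0% = DMSO alone and 100% = DMSO wells spiked with extra 5 µM PC-3 D3A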
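material = Procaspase-3 D3A mutant | probe or stimulus = Ac-DEVD-pNA | compound = single dose, 8.5 µM nominal compound, 0.8% DMSO | timing = 1 h preincubation, 2 h reaction | measured by = 405 nm absorbance of p-nitroaniline, reads at 0 and 120 min | benchmarks = DMSO-only low control, 5 µM PC-3 D3A high control | repeats = singlicate, each compound tested once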
ZTA counter = blocks Epstein-Barr virus ZTA, an EBNA-1 counter-screen; 320,000 compounds, 0.15% hits; ZTA-DNA binding, fluorescence polarization; inhibition, % at 11 µM; P03206; AID 2234; in the data active means inhibition above about 33%
LAP4 TOR yeast = modulators of TOR pathway LAP4-GFP in S. cerevisiae; S. cerevisiae LAP4-GFP multiplex, flow cytometry GFP, 3 h; median GFP as percent of DMSO wells; GFP response vs DMSO, % at 10 µM; 320,000 compounds, 0.34% hits;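 active means GFP response vs DMSO above a set limit, about the screen mean plus 3 SD, cut at about 150% in these data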
procasp7 counter = counter-screen for procaspase-3 activators: activators of human procaspase-7 | P55210 | recombinant procaspase-7, Ac-DEVD-pNA absorbance 405 nm; D23A/D198A/D206A triple mutant, cannot self-cleave; scale: DMSO 0, 5 µM enzyme 100 | activation, % at 8.5 µM | 330,000 compounds, 0.093% hits | AID 463210;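 active means percent activation above the screen-wide mean plus 3 SD, cut at about 25% in these data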
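Assay system: Uncleavable procaspase-7 mutant enzyme / Input: 2 µM procaspase-7 mutant as dispensed / Dosing: single nominal 8.5 µM compound dose, 0.8% DMSO final / Timing: 1 h enzyme–compound preincubation and 2 h substrate reaction, both 25 °C / Detection: p-Nitroaniline absorbance at 405 nm, read at 0 and 120 min / Replication: singlicate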
EBNA-1 inhibitor = blocks EBNA-1 binding to DNA | EBNA-1 DNA binding, fluorescence polarization | inhibition, % at 14.8 µM | 300,000 compounds, 0.34% hits | AID 1950; in the data active means inhibition above about 28%
MEP2-GFP yeast = yeast TOR pathway MEP2-GFP modulation | S. cerevisiae MEP2-GFP strain, flow cytometry GFP, 3 h; 100% = DMSO control level | GFP response vs DMSO, % at 10 µM | 330,000 compounds, 0.51% hits;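 active means GFP response versus DMSO above a set limit, roughly screen mean plus 3 SD, cut at about 180% in these data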;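 further: median GFP fluorescence of the barcode-gated MEP2-GFP cells per well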
RPL19A-GFP yeast = yeast TOR pathway RPL19A-GFP modulation. S. cerevisiae RPL19A-GFP strain, flow cytometry, 3 h; active compounds read low. percent response vs DMSO, % at 10 µM. 330,000 compounds, 0.3% hits;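 active means percent response vs DMSO below 50%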;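 further: median channel GFP fluorescence of the barcoded RPL19A-GFP strain; ratio of sample median GFP to plate DMSO average so 100% = DMSO; lower means less RPL19A-GFP as with rapamycin TOR inhibition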
AHR act = activators of human aryl hydrocarbon receptor. AHR-responsive luciferase reporter cells, luminescence. activation, % at 5 µM. 320,000 compounds, 2.5% hits. AID 2796. P35869; in the data active means activation above about 47%;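 further: 0% = vehicle wells and 100% = reference agonist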
Active calls of the source: *; x = no result given.

The first 2 entries as a preview:
SMILES | procasp3 activ | ZTA counter | LAP4 TOR yeast | procasp7 counter | EBNA-1 inhibitor | MEP2-GFP yeast | RPL19A-GFP yeast | AHR act
CC(=O)N/C(=C\c1ccc(F)cc1)C(=O)OC(C)C | -2 | 8 | 103 | 2 | 8 | 87 | 100 | -3
O=C(CCc1nc2ccccc2s1)OCC(=O)c1ccc[nH]1 | 3 | -7 | 103 | -1 | -9 | 99 | 102 | 4

The listing, previewed entries included:
SMILES | procasp3 activ | ZTA counter | LAP4 TOR yeast | procasp7 counter | EBNA-1 inhibitor | MEP2-GFP yeast | RPL19A-GFP yeast | AHR act
CC(=O)N/C(=C\c1ccc(F)cc1)C(=O)OC(C)C | -2 | 8 | 103 | 2 | 8 | 87 | 100 | -3
O=C(CCc1nc2ccccc2s1)OCC(=O)c1ccc[nH]1 | 3 | -7 | 103 | -1 | -9 | 99 | 102 | 4
N/C(=N\OC(=O)c1cccc(F)c1)c1cccc([N+](=O)[O-])c1 | 0 | -5 | 108 | 5 | -5 | 115 | 104 | 16
O=C(OCc1ccc(Cl)cc1)c1cnccn1 | 0 | 12 | 92 | 5 | 4 | 99 | 98 | 2
CCN(CC(=O)N(CC(C)C)c1c(N)n(CC(C)C)c(=O)[nH]c1=O)Cc1nc2ccccc2c(=O)[nH]1 | 0 | -4 | 96 | 0 | -11 | 107 | 99 | 3
Clc1ccc2c(c1)Nc1ccccc1CC2 | -10 | 8 | 109 | 4 | 7 | 92 | 93 | -1
CCOC(=O)C1=C(O)/C(=C\c2cccc(OC)c2)N=C1C | -5 | -6 | 96 | 0 | -3 | 101 | 99 | 0
Cc1ccc(S(=O)(=O)N(C)C)cc1NC(=O)COC(=O)/C=C/c1ccc2c(c1)OCO2 | 0 | 7 | 93 | 5 | -3 | 95 | 88 | 0
COc1ccc(OC)c(C(=O)CSc2nnc(-c3cccs3)o2)c1 | 6 | -9 | 113 | 0 | -4 | 112 | 104 | 25
C/C(=C\c1ccccc1F)C1Nc2cccc3cccc(c23)N1 | -1 | 0 | 93 | -19 | x | 91 | 89 | 14
O=C(Cn1c(NCCO)nc2ccccc21)c1ccc(Cl)cc1Cl | 3 | -12 | 96 | 1 | -13 | 100 | 100 | 103*
CCN(CC)c1ccc(/C=N/NC(=O)Cc2nnc(NC(=O)Nc3ccccc3)s2)cc1 | -3 | -8 | 98 | 4 | 5 | 105 | 99 | 24
Cc1noc(NS(=O)(=O)c2ccc(NC(=O)c3ccc(Br)o3)cc2)c1C | 0 | -7 | 95 | -1 | 2 | 97 | 100 | -3
O=C(OCc1nnc(-c2ccc(Cl)cc2)o1)C12CC3CC(CC(O)(C3)C1)C2 | 9 | 3 | 91 | 6 | 4 | 104 | 108 | 5
O=c1c(Cc2c(F)cccc2Cl)c(O)ccn1Cc1ccc2c(c1)OCO2 | 7 | 2 | 116 | 1 | 3 | 106 | 92 | 2
Cc1sc2nc(CN3CCOCC3)nc(N3CCN(S(=O)(=O)c4ccccc4)CC3)c2c1C | 2 | -4 | 104 | -1 | x | 99 | 96 | 0
O=S(=O)(NCc1csc(-c2cccnc2)n1)c1ccc2c(c1)OCCO2 | -3 | 8 | 96 | 6 | 2 | 99 | 93 | 6
Cc1cc(C(=O)NNS(=O)(=O)c2cc(C(=O)O)ccc2Cl)c(C)n1-c1ccccc1 | -3 | 6 | 96 | 9 | x | 100 | 98 | 2
COc1ccccc1/C=N/NC(=O)CN(C1=NS(=O)(=O)c2ccccc21)c1ccccc1 | 3 | -3 | 91 | 4 | -1 | 101 | 102 | 9
Cc1c(C(=O)O)oc2c(F)cccc12 | 4 | 11 | 104 | -1 | 10 | 100 | 94 | 0

Fetched one by one from the entries so far:
SMILES | procasp3 activ | ZTA counter | LAP4 TOR yeast | procasp7 counter | EBNA-1 inhibitor | MEP2-GFP yeast | RPL19A-GFP yeast | AHR act
CCN(CC)c1ccc(/C=N/NC(=O)Cc2nnc(NC(=O)Nc3ccccc3)s2)cc1 | -3 | -8 | 98 | 4 | 5 | 105 | 99 | 24
O=C(Cn1c(NCCO)nc2ccccc21)c1ccc(Cl)cc1Cl | 3 | -12 | 96 | 1 | -13 | 100 | 100 | 103*
Cc1sc2nc(CN3CCOCC3)nc(N3CCN(S(=O)(=O)c4ccccc4)CC3)c2c1C | 2 | -4 | 104 | -1 | x | 99 | 96 | 0
Cc1cc(C(=O)NNS(=O)(=O)c2cc(C(=O)O)ccc2Cl)c(C)n1-c1ccccc1 | -3 | 6 | 96 | 9 | x | 100 | 98 | 2

(cont.)
SMILES | procasp3 activ | ZTA counter | LAP4 TOR yeast | procasp7 counter | EBNA-1 inhibitor | MEP2-GFP yeast | RPL19A-GFP yeast | AHR act
Cc1ccc(Cn2c(=O)c3ccccc3n3c(CCC(=O)NCCN4CCOCC4)nnc23)cc1 | 0 | -9 | 90 | -4 | -13 | 101 | 98 | -3
Cc1cc(NC(=O)CSc2nnc(-c3ccoc3C)n2N)no1 | -2 | -3 | 99 | 7 | -5 | 102 | 99 | -1
COCC(C)N=C1NN=C(c2cccs2)C(CC(=O)O)S1 (stereo not given) | -7 | 3 | 96 | -14 | 6 | 97 | 98 | 5
c1ccc2c(c1)OCCOCCOCCO2 | 2 | -4 | 101 | 2 | 6 | 95 | 98 | 0
Cc1ccc(C)c(NC(=S)NCc2ccc3[nH]c4c(c3c2)CCCC4)c1 | 5 | 11 | 109 | 8 | -2 | 106 | 105 | 31
CCOC(=O)c1cnc2ccc(Br)cc2c1NCCCN1CCOCC1 | -2 | 2 | 110 | 8 | -13 | 112 | 110 | 4
O=[N+]([O-])/C(C(=C(Cl)Cl)N1CCN(Cc2ccccc2)CC1)=C1\NCCN1Cc1ccc(Cl)nc1 | 6 | -12 | 104 | 0 | 2 | 97 | 98 | 2
CC(=O)c1cc2c(cc1NC(=O)CCCC(=O)O)OCO2 | 8 | 10 | 101 | 9 | 0 | 101 | 101 | 0
CCn1c(COc2ccccc2)nnc1SCC(=O)Nc1ccc2c(c1)OCCO2 | 0 | 9 | 109 | 11 | 12 | 117 | 106 | 8
O=[N+]([O-])c1ccc(N2CCN(CC3CCCCC3)CC2)cc1 | -11 | -6 | 99 | -11 | 7 | 109 | 108 | 0
Cc1ccc2c(C)c(C(=O)NCCN3CCCC(O)C3)oc2c1C (stereo not given) | 2 | -2 | 95 | 15 | 8 | 106 | 100 | 4
COc1ccc(C(=O)NN2C(=S)N(c3ccc(OC)cc3)C(=O)C2CC(N)=O)cc1 (stereo not given) | -5 | 2 | 104 | 8 | 3 | 104 | 96 | 0
CCC(=O)N1CCc2cc(Br)cc(S(=O)(=O)CCC(=O)N(CC)CC)c21 | 7 | -3 | 87 | 2 | 10 | 89 | 88 | 0
CC(C)(C)n1nnnc1C(c1cccs1)N1CCCC2(CCCCC2)C1 (stereo not given) | -1 | -12 | 94 | 0 | -4 | 102 | 101 | 0
COc1cccc(/C=N/Nc2nc3ccccc3[nH]2)c1OC | -1 | 6 | 105 | 2 | -8 | 93 | 97 | 0
Cc1c(NC(=O)CN2CCN(c3ccc(O)cc3)CC2)c(=O)n(-c2ccccc2)n1C | -13 | 21 | 111 | -32 | 3 | 69 | 93 | 0
Cn1c(SCC(=O)NC2CCCCCC2)nnc1-c1ccco1 | -2 | 8 | 92 | 17 | 4 | 93 | 100 | -8
Cc1ccccc1Cn1cc(NC(=O)c2cc3nc(-c4ccco4)cc(C(F)(F)F)n3n2)cn1 | -21 | -6 | 98 | -78 | -14 | 102 | 100 | -1
NC(=O)C1CCN(C(=O)c2cc(Cl)c3c(c2)OCCO3)CC1 | 0 | x | 183* | 4 | x | 95 | 83 | -2
CCc1ccc(C(=O)C(C)OC(=O)C2COc3ccccc3O2)cc1 (stereo not given) | -2 | -1 | 87 | -8 | 4 | 98 | 103 | 0
COc1ccc(OC)c(S(=O)(=O)N2CCC(C(=O)NCc3ccncc3)CC2)c1 | 2 | 2 | 87 | 9 | 3 | 109 | 91 | 0
CN(C(=O)COC(=O)c1ccc([N+](=O)[O-])cc1)c1ccccc1 | 3 | -5 | 97 | 1 | 3 | 110 | 102 | 1
CS(=O)(=O)c1ccc(Cl)c(S(=O)(=O)NCc2ccccc2)c1 | 3 | 7 | 89 | 14 | 1 | 91 | 95 | 1
O=C1C2CCCN2C(=S)N1C1CCCCC1 (stereo not given) | -6 | -4 | 91 | 9 | 1 | 97 | 100 | 0
COc1cc(C(=O)O)cc(NC(=O)c2ccco2)c1OC | 9 | -3 | 114 | 5 | 2 | 97 | 100 | 4
CCN(c1ccccc1)S(=O)(=O)c1ccc(C(=O)Nc2ccc(C)cn2)cc1 | 9 | -4 | 95 | -5 | 6 | 91 | 88 | 1
CC1(C)Cc2c(sc3c2c(=O)n(-c2cccc(Cl)c2)c(=O)n3CC(N)=O)CO1 | -16 | -4 | 107 | 7 | -9 | 98 | 94 | -1
Cc1ccc(Cc2cnc(NC(=O)C3=NCCN3)s2)cc1 | 4 | -4 | 91 | 1 | 2 | 96 | 97 | 4
COCCn1c(SCC(=O)Nc2cc(C)on2)nc2c(c1=O)SC(C)C2 (stereo not given) | 5 | 1 | 96 | 7 | -2 | 97 | 97 | 3
N#C/C(=C\c1ccc(O)c(O)c1)C(=O)c1ccc(O)c(O)c1 | -4 | 1 | 104 | -4 | 2 | 100 | 98 | 0
CC(=O)Nc1ccc(N2C(=O)CSC2c2ccccc2[N+](=O)[O-])cc1 (stereo not given) | 0 | 10 | 97 | -1 | 0 | 102 | 100 | 1
CC1CCN(C(=S)Nc2ccc(F)cc2)CC1 | -4 | -5 | 94 | -5 | 1 | 97 | 102 | 1
CCNC(=S)N1CCN(c2nc(-c3ccc(F)cc3)cs2)CC1 | 9 | 0 | 94 | 4 | 14 | 107 | 112 | -3
Cc1ccc(NS(=O)(=O)c2ccc(/C=C/C(=O)O)cc2)cc1Cl | -2 | 1 | 89 | -7 | 5 | 93 | 95 | 6
CC1CC(C)CN(C(=O)c2ccc(NS(=O)(=O)c3ccc4[nH]c(=O)[nH]c4c3)cc2)C1 (stereo not given) | -7 | -6 | 103 | -3 | -1 | 100 | 100 | -1
O=C(NCC1CCCO1)c1ccccc1-c1nc(-c2ccc(Cl)cc2)no1 (stereo not given) | 0 | 7 | 108 | 1 | 14 | 99 | 98 | 34
CCOC(=O)c1ccc2nc(C)c3c(c2c1)OC(C)C3 (stereo not given) | 2 | 12 | 91 | 9 | 8 | 97 | 91 | 1
COc1ccc(-c2csc(NC(=O)C3COc4ccccc4O3)n2)cc1OC (stereo not given) | 4 | 21 | 100 | 9 | 9 | 107 | 90 | 15
CS(=O)(=O)NCCn1ccc2ccccc21 | 11 | -15 | 90 | 9 | 1 | 94 | 101 | -2
O=C(C1CC(c2ccc(F)cc2)=NO1)N1CCN(Cc2ccccc2)CC1 (stereo not given) | -1 | 0 | 105 | 4 | 3 | 109 | 102 | 1
CCn1cc(/C=C/C(=O)Nc2ccc(C)cc2Br)cn1 | -1 | -1 | 96 | -4 | -6 | 107 | 100 | 1
CC1CCCCC1NC(=O)/C(C#N)=C/C=C/c1ccccc1[N+](=O)[O-] (stereo not given) | 6 | 10 | 105 | 3 | -1 | 102 | 96 | -1
Cc1ccccc1OCC(=O)Nc1c2c(nn1C(C)(C)C)CS(=O)(=O)C2 | 0 | -9 | 88 | 0 | -9 | 105 | 112 | 3
O=C(Cn1nnc(-c2ccccc2F)n1)Nc1cccc2ncccc12 | 12 | 17 | 97 | -4 | -6 | 97 | 95 | 2
CCCCN(C)CCNC(=O)c1cc2c(=O)[nH]c3ccccc3c2n1C | 1 | -28 | 91 | 2 | -12 | 95 | 103 | 4
